Screening results deposited in PubChem by several laboratories.
TNAP act mid DEA – human TNAP enzyme activators, primary screen, biochemical, luminescent, intermediate phosphate acceptor level; 64,000 tested, under 10 active; purified TNAP, CDP-star luminescence, 100 mM DEA, 30 min; stronger effect = higher value; scale: 0 levamisole-inhibited, 1 vehicle-only enzyme; activation factor at 20 µM; Alkaline phosphatase, tissue-nonspecific isozyme (Homo sapiens), P05186;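 active means activation factor of at least 2 at 20 µM, relative to controls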
HEK293 NFkB inh – inhibitors of PMA/ionomycin-induced NF-kB reporter, primary screen, antigen receptor NF-kB inhibitor project, cell-based, HEK-293 luciferase reporter, luminescence; HEK-293 NF-kB luciferase reporter; inhibition, % at 3 µM; 62,000 tested, 0.21% active;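 active means inhibition above the mean of all tested compounds plus 3 SD, cut at about 40% in these data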;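 further: 0% = stimulated DMSO wells and 100% = 10 µM reference inhibitor 5653914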
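Timing: 1 h pretreatment, 16 h stimulation, 37 °C; system: HEK-293 cells with stable firefly luciferase reporter driven by four HIV NF-kB elements; doses: 3 µM once, 0.30% DMSO; measured by: luciferase luminescence; control set: DMSO and 10 µM reference inhibitor; repeats: single test; reagent: PMA plus ionomycin mix as NF-kB-activating stimulus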
Cdc25B block – inhibitors of Cdc25B phosphatase catalytic domain, primary screen, biochemical, OMFP fluorescence; 65,000 tested, 0.1% active; AID 368, 2006; recombinant Cdc25B, OMFP fluorescence Ex485/Em525; inhibition, %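 (compounds tested at 10 µM final in the well)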; in the data active means inhibition above about 50%
MMP13 inh – human MMP13 inhibitors, primary screen, biochemical, FRET peptide cleavage. inhibition, % at 4 µM. MMP-13 fTHP FRET cleavage, Mca fluorescence. AID 570, 2006. Collagenase 3 (Homo sapiens), P45452. 65,000 tested, 0.07% active;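 active means inhibition above the mean of compound-free control plate wells plus 3 SD, cut at about 14% in these data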;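 further: 0% = DMSO wells and 100% = wells with reference MMP-13 inhibitor after basal subtraction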
MKP-1 inh – MKP-1 phosphatase inhibitors, primary screen, biochemical, in vitro; Dual specificity protein phosphatase 1 (Homo sapiens), P28562; recombinant MKP-1, OMFP hydrolysis fluorescence; inhibition, %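 (compounds tested at a single concentration somewhere between 10 and 100 µM)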; 65,000 tested, 0.15% active;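 active means inhibition above about 50%, limit read from the data; inconclusive means inhibition over screen mean plus 3 SD, below that limit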;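 further: 0% = DMSO max control wells and 100% = wells with enzyme stopped by NaOH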
PKA inh – inhibitors of human PKA kinase activity, primary screen, biochemical, ATP-depletion luminescence, Kemptide substrate; cAMP-dependent protein kinase catalytic subunit alpha (Homo sapiens), P17612; inhibition, % at 6 µM; 65,000 tested, 0.1% active; PKA Kemptide phosphorylation, Kinase-Glo ATP luminescence;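 active means inhibition above the screen-wide mean inhibition plus 3 SD, cut at about 21% in these data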; further: many of its hits are not listed in these tables
Jurkat viability – cytotoxicity toward Jurkat T cells, primary screen, cytotoxicity control, cell-based, Jurkat E6.1, 60K MLSMR library; Jurkat E6.1 viability, ATP luminescence, 48 h; inhibition, % at 4 µM; 56,000 tested, 1.2% active;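 active means inhibition above the mean inhibition of all tested compounds plus 3 SD, cut at about 28% in these data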
ROCK2 blocker – inhibitors of human ROCK2 kinase, primary screen, biochemical, high-throughput, luminescence | purified ROCK2, Kinase-Glo ATP depletion luminescence | Rho-associated protein kinase 2 (Homo sapiens), O75116 | AID 604, 2007 | inhibition, % at 6 µM | 60,000 tested, 0.35% active;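 active means inhibition above the screen-wide mean inhibition plus 3 SD, cut at about 18% in these data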;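 further: plate controls were DMSO wells for no effect and Y-27632 control wells after no-enzyme background subtraction for full effect; many of its hits are not listed in these tables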
JNK3 inh – JNK3 kinase activity inhibitors, primary screen, biochemical, human, purified enzyme | HTS | inhibition, % at 8 µM | AID 746, 2007 | Mitogen-activated protein kinase 10 (Homo sapiens), P53779 | 60,000 tested, 0.61% active; in the data active means inhibition above about 17%;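 further: 0% = DMSO and 100% = reference inhibitor; many of its hits are not listed in these tables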
Starred values were filed as active, the others as inactive; ? = inconclusive; nt = not tested or not shown.

#	Structure	TNAP act mid DEA	HEK293 NFkB inh	Cdc25B block	MMP13 inh	MKP-1 inh
1	Cc1cc(C)nc(Nc2nc3ccccc3[nH]2)n1	1.3	-27	-13	6	9
2	CN(C)CCNC(=O)c1cc2cc(Br)ccc2oc1=O	1.1	13	-3	0	0
3	CCCn1c(=O)c2ccccc2n2c(SCCOc3ccccc3F)nnc12	0.9	5	-6	-2	12
4	COc1ccccc1Nc1nc(NCCO)c2ccccc2n1	0.9	8	-10	8	-18
5	CCOc1ccc(-c2nnn(CC(=O)N3CCN(c4ccc(OC)cc4)CC3)n2)cc1OCC	0.9	21	10	-3	39
6	CCOC(=O)c1ccc(NS(=O)(=O)c2cc(-c3nnnn3C(C)C)ccc2OC)cc1	0.9	16	6	3	-7
7	CCCOc1ccc2c3c(c(=O)oc2c1OCCC)CCC3	0.9	-3	-10	-13	1
8	COC(=O)c1sc(S(=O)(=O)N2CCC(C)CC2)c(C(=O)OC)c1C	1	19	2	1	-15
9	COc1ccc(C(C(=O)NC2CCCCC2)N2CCC3(CC2)OCCO3)cc1 (configuration not stated)	0.8	23	-1	-2	0
10	COc1ccc(CCNC(=O)CSc2nnc(Cc3csc(N)n3)n2C)cc1OC	0.9	-4	2	-2	-4
11	O=C(O)c1cccc(N2C(=O)c3cccnc3C2=O)c1	1	10	3	-3	-8
12	COc1ccc(CCNC2CC(=O)N(CCc3ccc(OC)c(OC)c3)C2=O)cc1OC (configuration not stated)	0.9	7	-1	3	8
13	COc1ccc(N2C(=O)CC(Sc3nc(C)c4c(n3)CCCC4)C2=O)cc1 (configuration not stated)	1	-9	-2	-2	17
14	COC(=O)C1=C(C)NC(C)=C(C(=O)OC)C1c1ccccn1	0.9	20	-8	-6	2
15	O=C(O)Cn1nc2ccccc2n1	0.8	6	-2	-1	-2

#	PKA inh	Jurkat viability	ROCK2 blocker	JNK3 inh
1	2	0	4	0
2	-4	4	-9	-9
3	2	13	1	0
4	9	-6	7	4
5	-2	6	-4	-7
6	1	2	-1	0
7	3	-12	2	0
8	11	13	8	3
9	2	nt	nt	nt
10	6	-6	7	-5
11	9	nt	nt	nt
12	11	2	4	-4
13	6	30	6	2
14	13	-5	6	-3
15	2	-6	0	3

In the list so far, these have a halogen:
#	Structure	TNAP act mid DEA	HEK293 NFkB inh	Cdc25B block	MMP13 inh	MKP-1 inh
2	CN(C)CCNC(=O)c1cc2cc(Br)ccc2oc1=O	1.1	13	-3	0	0
3	CCCn1c(=O)c2ccccc2n2c(SCCOc3ccccc3F)nnc12	0.9	5	-6	-2	12

#	PKA inh	Jurkat viability	ROCK2 blocker	JNK3 inh
2	-4	4	-9	-9
3	2	13	1	0

(continued)
#	Structure	TNAP act mid DEA	HEK293 NFkB inh	Cdc25B block	MMP13 inh	MKP-1 inh
16	O=S(=O)(c1ccc(S(=O)(=O)N(Cc2cccs2)CC2CCCO2)cc1)N1CCCCC1 (configuration not stated)	0.9	15	-6	-1	6
17	Cc1ccc(Cl)cc1N1CCN(S(=O)(=O)c2ccc3c(c2)oc(=O)n3C)CC1	0.9	1	8	2	12
18	CCOC(=O)CCCNC(=O)CCNC(=O)c1ccc(OCC)cc1	1	9	-3	1	-11
19	CC1C(=NO)C(C)C(c2ccc(N(C)C)cc2)NC1c1ccc(N(C)C)cc1 (configuration not stated)	1	23	-2	0	-20
20	O=C(C1COc2ccccc2O1)N1CCN(Cc2ccc3c(c2)OCO3)CC1 (configuration not stated)	1	21	-16	2	6
21	CC(=O)N(Cc1cc2ccc(C)c(C)c2n2nnnc12)C1CCCC1	0.9	17	-2	-3	-15
22	COc1ccc2nc(NC(=O)C3CCCN3S(=O)(=O)c3ccc(C)cc3)sc2c1 (configuration not stated)	0.9	10	-4	1	4
23	O=C(O)C1CC(=O)N(c2ccc(F)cc2)C1 (configuration not stated)	0.9	-6	-9	-3	6
24	N#Cc1c(N)nc2c(c1-c1cccnc1)CCCCC2	0.9	10	-4	-9	12
25	CCOC(=O)C1C(=O)C(C(=O)OCC)C(c2cccnc2)NC1c1cccnc1 (configuration not stated)	0.9	2	-4	4	19
26	COc1ccc(C(=O)NCc2ccccc2OC)cc1	0.8	18	0	1	7
27	Cc1ccc(-c2cc(C(=O)NC3=NCCS3)c3cc(Br)ccc3n2)o1	1	9	10	2	?
28	COc1ccc(-n2nnc3c(=O)n(CC(=O)OCc4ccccc4)cnc32)cc1	0.8	21	4	2	15
29	CCOCCOC(=O)CCSc1n[nH]c(=O)[nH]c1=O	0.9	2	-9	-1	-1

#	PKA inh	Jurkat viability	ROCK2 blocker	JNK3 inh
16	5	2	1	-6
17	-7	-5	-3	-4
18	3	3	5	0
19	9	-2	1	-2
20	5	3	2	2
21	1	-5	-1	4
22	2	-1	5	-4
23	6	-3	6	2
24	2	-1	5	11
25	9	4	8	3
26	-2	9	-1	2
27	-1	-1	1	-3
28	0	7	3	6
29	9	-3	6	1

Already shown: an excerpt of the list.
#	Structure	TNAP act mid DEA	HEK293 NFkB inh	Cdc25B block	MMP13 inh	MKP-1 inh
17	Cc1ccc(Cl)cc1N1CCN(S(=O)(=O)c2ccc3c(c2)oc(=O)n3C)CC1	0.9	1	8	2	12
18	CCOC(=O)CCCNC(=O)CCNC(=O)c1ccc(OCC)cc1	1	9	-3	1	-11
19	CC1C(=NO)C(C)C(c2ccc(N(C)C)cc2)NC1c1ccc(N(C)C)cc1 (configuration not stated)	1	23	-2	0	-20
20	O=C(C1COc2ccccc2O1)N1CCN(Cc2ccc3c(c2)OCO3)CC1 (configuration not stated)	1	21	-16	2	6
21	CC(=O)N(Cc1cc2ccc(C)c(C)c2n2nnnc12)C1CCCC1	0.9	17	-2	-3	-15
22	COc1ccc2nc(NC(=O)C3CCCN3S(=O)(=O)c3ccc(C)cc3)sc2c1 (configuration not stated)	0.9	10	-4	1	4
23	O=C(O)C1CC(=O)N(c2ccc(F)cc2)C1 (configuration not stated)	0.9	-6	-9	-3	6
24	N#Cc1c(N)nc2c(c1-c1cccnc1)CCCCC2	0.9	10	-4	-9	12
25	CCOC(=O)C1C(=O)C(C(=O)OCC)C(c2cccnc2)NC1c1cccnc1 (configuration not stated)	0.9	2	-4	4	19
26	COc1ccc(C(=O)NCc2ccccc2OC)cc1	0.8	18	0	1	7
27	Cc1ccc(-c2cc(C(=O)NC3=NCCS3)c3cc(Br)ccc3n2)o1	1	9	10	2	?
28	COc1ccc(-n2nnc3c(=O)n(CC(=O)OCc4ccccc4)cnc32)cc1	0.8	21	4	2	15
29	CCOCCOC(=O)CCSc1n[nH]c(=O)[nH]c1=O	0.9	2	-9	-1	-1

#	PKA inh	Jurkat viability	ROCK2 blocker	JNK3 inh
17	-7	-5	-3	-4
18	3	3	5	0
19	9	-2	1	-2
20	5	3	2	2
21	1	-5	-1	4
22	2	-1	5	-4
23	6	-3	6	2
24	2	-1	5	11
25	9	4	8	3
26	-2	9	-1	2
27	-1	-1	1	-3
28	0	7	3	6
29	9	-3	6	1
